Salmonella PhoP GFP = PhoP regulon inhibitors, Salmonella typhi PhoP promoter GFP reporter, confirmatory (AID 1850). Salmonella Typhi PhoP-promoter GFP reporter, fluorescence, 4 h; higher % means a stronger effect. inhibition, % at 50 µM, or IC50 in µM where a hit was titrated. 0.33% of 310,000 active; in the data active = a potency from the dose series; inconclusive = inhibition mostly from about 25% at the one dose, without a potency; inactive = the rest, 99 in 100 with inhibition below about 19%;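 note: 0% = induced wells with vehicle and 100% = uninduced wells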
M. tuberculosis = growth inhibition of non-replicating M. tuberculosis (AID 488890) | Mycobacterium tuberculosis non-replicating, growth inhibition; higher % means a stronger effect | 0.39% of 320,000 active | inhibition, % at 25 µM, or IC50 in µM where a hit was titrated; in the data active = a potency from the dose series; inconclusive = inhibition mostly from about 82% at the one dose, without a potency; inactive = the rest, 99 in 100 with inhibition below about 76%;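 note: plate controls were DMSO cells for no effect and high antibiotic wells for full effect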
H1N1 NS1A inhibition = NS1A inhibition, H1N1 influenza, cell based functional assay (AID 504329); NS1A functional cell-based assay, percent inhibition; higher % means a stronger effect; one-dose inhibition, % at 12.5 µM; IC50 in µM for titrated hits; 0.3% of 340,000 active; in the data active = a potency from the dose series; inconclusive = inhibition above about 27% without an active follow-up result; note: strong numbers were not always called active
inhibitors of VEEV = inhibitors of VEEV TC-83 cytopathic effect, confirmation, Vero cells (AID 588727) | Vero cells, VEEV TC-83 cytopathic effect inhibition; higher % means a stronger effect | inhibition, % at 20 µM, or IC50 in µM where a hit was titrated | 0.13% of 350,000 active; in the data active = a potency from the dose series; inconclusive = inhibition mostly from about 14% at the one dose, without a potency; inactive = the rest, 99 in 100 with inhibition below about 12%; note: strong numbers were not always called active
H37Rv inhibition = M. tuberculosis growth inhibition, HTS (AID 449762). M. tuberculosis H37Rv growth inhibition, 7H9 media; higher % means a stronger effect. inhibition, % at 25 µM, or IC50 in µM where a hit was titrated. 0.59% of 330,000 active; in the data active = a potency from the dose series; inconclusive = inhibition above about 70% without an active follow-up result;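 note: bacterial growth assessed after seven days of incubation; strong numbers were not always called active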
inhibitors of VEEV 10K pilot screen = further read-out of inhibitors of VEEV, marked with its call; inhibition, %; measured here: 10K pilot screen inhibition
* hit, by the source's call; i = inactive; u = inconclusive; x = not tested or not shown.

SMILES | Salmonella PhoP GFP | M. tuberculosis | H1N1 NS1A inhibition | inhibitors of VEEV | H37Rv inhibition | others
COc1ccccc1NC(=O)Nn1cnnc1 | -19% | -7% | 8% | 2.1% | -2%
CCc1nnc(NC(=O)CC23CC4CC(CC(Br)(C4)C2)C3)s1 | 5% | -16% | -3% | 3.3% | 3%
Nc1cc(N)nc(SCc2ccccc2)n1 | -7% | 9% | -1% | i | -13%
O=S(=O)(c1ccccc1)N1CCC2(CC1)CO2 | -1% | -12% | -6% | 0.1% | 8%
CSc1ccc(C(=S)N2CCCCCC2)cc1 | 4% | 20% | -13% | 1.6% | 7%
Cc1nn(CCCC(=O)NCc2ccccc2)c(=O)c2nn(-c3ccccc3)c(C)c12 | 10% | -10% | 2% | 1.4% | 0%
Cc1ccc(C2CC2C(=O)NN)cc1 (stereo unspecified) | 12% | -4% | 5% | 0.9% | -10%
COC(=O)C(C)Sc1nc2c(cnn2-c2ccccc2)c(=O)[nH]1 (stereo unspecified) | -1% | 20% | -19% | 0.4% | 3% | inhibitors of VEEV 10K pilot screen=0.2
COc1ccc(N(CC(=O)Nc2ccc3c(c2)OCCO3)S(=O)(=O)c2c(C)nn(C)c2C)cc1 | -7% | 17% | 18% | 0.8% | -4%
Cc1nonc1C1CCCN1Cc1nc(-c2ccc(F)cc2F)oc1C (stereo unspecified) | 2% | 11% | 2% | 0.5% | -1%
Cc1ccc(C)c(-n2c(-c3ccc(Br)cc3)csc2=NC(=O)c2ccccc2F)c1 | 4% | 6% | -3% | i | 15%
COc1cc(OC)c2c3c(c(C4CCCCC4)nc2c1)CCCC3 | x | x | -7% | i | x
c1cncc(N=c2scc(-c3cccc4ccccc34)n2CCCn2ccnc2)c1 | -5% | 54% | 12% | 9.3% | u
CCC(CC)C(=O)NC1CCSC1=O (stereo unspecified) | -2% | 1% | 5% | 2.3% | 2%
CCN(CC)c1nc(-c2ccccc2)nc2c1sc(=S)n2CC | -20% | -12% | 6% | 1.4% | 9%
Cc1ccc(S(=O)(=O)N2CCC3(CC2)OCCO3)cc1 | -8% | -5% | 3% | 1.3% | 3%
Cc1cccc(CN2CCc3c(OCC(=O)NCc4ccco4)cccc3C2=O)c1 | 6% | 70% | -4% | 2.0% | 7%
Oc1c(CN2CCCCC2)ccc2cccnc12 | x | x | 2µM* | 11% | x
O=C1c2cccc(OCc3ccc(F)cc3)c2CCN1Cc1ccc(F)cc1 | -5% | 77% | -9% | i | 12%
CC1(C)Cc2nc3oc4c(=S)nc[nH]c4c3cc2CO1 | -4% | 3% | -1% | 1.9% | -1%
COc1ccccc1-n1cc([C@@H]2C[C@H]3CN(c4ccccc4)C(=O)[C@]34CCCN24)cn1 | 0% | 35% | x | 8.5% | 53%
COc1ccc(C(=O)C2CCCN(C(=O)C3CCOCC3)C2)c(C)c1 (stereo unspecified) | -3% | -18% | -8% | i | 1%
Cc1ccc(C(=O)C2=C(O)C(=O)N(Cc3ccco3)C2c2ccc(N(C)C)cc2)o1 (stereo unspecified) | 7% | 63% | -5% | 1.8% | 5%
Cc1cccc(NC(=O)Nc2cccc(C)n2)n1 | 10% | 3% | 2% | 0.6% | -7%

The list goes on, overlapping the part above by six compounds.
SMILES | Salmonella PhoP GFP | M. tuberculosis | H1N1 NS1A inhibition | inhibitors of VEEV | H37Rv inhibition | others
O=C1c2cccc(OCc3ccc(F)cc3)c2CCN1Cc1ccc(F)cc1 | -5% | 77% | -9% | i | 12%
CC1(C)Cc2nc3oc4c(=S)nc[nH]c4c3cc2CO1 | -4% | 3% | -1% | 1.9% | -1%
COc1ccccc1-n1cc([C@@H]2C[C@H]3CN(c4ccccc4)C(=O)[C@]34CCCN24)cn1 | 0% | 35% | x | 8.5% | 53%
COc1ccc(C(=O)C2CCCN(C(=O)C3CCOCC3)C2)c(C)c1 (stereo unspecified) | -3% | -18% | -8% | i | 1%
Cc1ccc(C(=O)C2=C(O)C(=O)N(Cc3ccco3)C2c2ccc(N(C)C)cc2)o1 (stereo unspecified) | 7% | 63% | -5% | 1.8% | 5%
Cc1cccc(NC(=O)Nc2cccc(C)n2)n1 | 10% | 3% | 2% | 0.6% | -7%
CCN(C(=O)c1cccc(S(=O)(=O)N(C)C)c1)C12CC3CC(CC(C3)C1)C2 | 0% | 43% | -18% | i | 2%
O=C(NC(=S)N1CCN(c2ccc(Cl)cc2[N+](=O)[O-])CC1)c1cccs1 | -2% | u | 5% | i | 38%
CCOc1ccccc1NC(=S)N1C2CCC1CC(NC(=O)NC13CC4CC(CC(C4)C1)C3)C2 (stereo unspecified) | -14% | 76% | 1% | i | 20%
CC(C)[C@H](NC(=O)N1CCn2c1nc1ccccc12)C(=O)NCc1ccc(F)cc1 | -9% | 10% | 1% | i | 1%
O=C(CCCOc1ccccc1)N1CCN(S(=O)(=O)c2cccs2)CC1 | -6% | -13% | -3% | 5.5% | -4%
CCc1c(C)nc(SCC(=O)Nc2nc(-c3ccc(OC)cc3)cs2)[nH]c1=O | 11% | 1% | -12% | 1.9% | 3%
Cc1ccc(F)cc1NC(=O)Cc1nn(C)c(=O)c2ccccc12 | 0% | 5% | 4% | 4.1% | 4%
COc1ccc(NC2CCCN(C(=O)c3ccc(CSC)o3)C2)cc1OC (stereo unspecified) | -10% | 7% | 1% | 0.6% | -7%
O=C(COC(=O)c1ccc2c(c1)OCCO2)Nc1cc(Cl)ccc1Cl | 6% | -3% | 4% | 0.2% | 4%
CN(C)S(=O)(=O)c1ccc(Oc2ccccc2)cc1 | -1% | x | 1% | 2.0% | 8%
COC1=CC(=O)c2c(ccc3ncnc(N)c23)C1=O | x | x | -19% | i | x
CCOC(=O)Cc1cc(=O)n2[nH]c(-c3ccccc3)cc2n1 | -10% | 0% | 12% | i | 9%

Molecules listed so far that contain fluorine (five):
SMILES | Salmonella PhoP GFP | M. tuberculosis | H1N1 NS1A inhibition | inhibitors of VEEV | H37Rv inhibition | others
Cc1nonc1C1CCCN1Cc1nc(-c2ccc(F)cc2F)oc1C (stereo unspecified) | 2% | 11% | 2% | 0.5% | -1%
Cc1ccc(C)c(-n2c(-c3ccc(Br)cc3)csc2=NC(=O)c2ccccc2F)c1 | 4% | 6% | -3% | i | 15%
O=C1c2cccc(OCc3ccc(F)cc3)c2CCN1Cc1ccc(F)cc1 | -5% | 77% | -9% | i | 12%
CC(C)[C@H](NC(=O)N1CCn2c1nc1ccccc12)C(=O)NCc1ccc(F)cc1 | -9% | 10% | 1% | i | 1%
Cc1ccc(F)cc1NC(=O)Cc1nn(C)c(=O)c2ccccc12 | 0% | 5% | 4% | 4.1% | 4%

3 structures out of the list, arranged by SMILES length, rising.
SMILES | Salmonella PhoP GFP | M. tuberculosis | H1N1 NS1A inhibition | inhibitors of VEEV | H37Rv inhibition | others
CN(C)S(=O)(=O)c1ccc(Oc2ccccc2)cc1 | -1% | x | 1% | 2.0% | 8%
COc1ccc(NC2CCCN(C(=O)c3ccc(CSC)o3)C2)cc1OC (stereo unspecified) | -10% | 7% | 1% | 0.6% | -7%
O=C(COC(=O)c1ccc2c(c1)OCCO2)Nc1cc(Cl)ccc1Cl | 6% | -3% | 4% | 0.2% | 4%

Continued:
SMILES | Salmonella PhoP GFP | M. tuberculosis | H1N1 NS1A inhibition | inhibitors of VEEV | H37Rv inhibition | others
N#Cc1cn(-c2ccccc2)nc1C(=O)c1ccccc1 | -18% | 9% | -18% | i | 0%
CSc1nnc(-c2ccccc2N=Cc2c(C)[nH]n(-c3ccccc3)c2=O)c(=O)[nH]1 | -2% | 16% | 11% | 1.7% | 4%
O=C(N/N=C/c1ccc[nH]1)c1ccccc1[N+](=O)[O-] | -6% | 6% | -4% | 2.0% | -2%
N/C(=N\OC(=O)c1ccc(Cl)c([N+](=O)[O-])c1)c1ccccc1 | -12% | 39% | -12% | 0.6% | 9%
CCN(CC)CCCNc1nc(N)c([N+](=O)[O-])c(N2CCCCCC2)n1 | -1% | -7% | 1% | i | -4%
CC1CCN(CCNC(=O)C2CCCN(S(=O)(=O)c3cccc4nonc34)C2)CC1 (stereo unspecified) | 11% | 14% | 5% | i | -2%
CCOc1cc(/C=C2\NC(=S)N(c3c(C)n(C)n(-c4ccccc4)c3=O)C2=O)ccc1O | -5% | -22% | -8% | 1.5% | -17%
CC(C)N(O)C(=O)NC(C)(C)C | 11% | -9% | -4% | 0.7% | 1%
CN1CCN(C(c2ccc(F)cc2)c2nnnn2Cc2cccs2)CC1 (stereo unspecified) | -5% | -12% | 10% | 0.7% | 3%
O=C(NC(=S)NNC(=O)c1cccs1)c1ccccc1 | 6% | u | -9% | 7.2% | u
Cc1onc(-c2ccccc2)c1C(=O)Nc1ncc([N+](=O)[O-])s1 | 1% | u | -4% | 2.3% | -5%
c1ccc(C(c2ccccc2)N2CCN(C(c3ccccn3)c3nnnn3C3CCCC3)CC2)cc1 (stereo unspecified) | 1% | 18% | 1% | i | 3%
CCn1c(-c2ccccc2Cl)nn(CC(=O)Nc2ccccc2C)c1=S | -3% | 3% | 9% | 2.7% | 0%
COc1ccc(C(=O)N2CCCC(C(=O)O)C2)c2ccccc12 (stereo unspecified) | -10% | 1% | 9% | 0.3% | 0%
COC(=O)Cc1ccc(NC(=O)c2ccc(NC(=O)c3ccco3)cc2)cc1 | 2% | 8% | 11% | 5.3% | 9%
O=C(c1ccc2nc3ccc(Cl)cc3c(=O)n2c1)N1CCC2(CC1)OCCO2 | -7% | 22% | 1% | 4.3% | -4% | inhibitors of VEEV 10K pilot screen=1.6
Cc1ccc(C)c(OCC(=O)NNC(=O)c2ccc(NC(=O)C3CC3)cc2)c1 | -5% | 1% | -2% | 2.3% | -8%
O=c1oc(-c2ccccc2NS(=O)(=O)c2ccc3ccccc3c2)nc2ccccc12 | -1% | u | -1% | i | -9%
COc1ccc(S(=O)(=O)NCCC(=O)N2CCCN(C)CC2)cc1 | x | -23% | -11% | 2.8% | -9%
COc1ccc(C(=O)NCc2nnc(SCC(=O)Nc3cccc(C(F)(F)F)c3)o2)cc1OC | 5% | 1% | 5% | 1.4% | -4% | inhibitors of VEEV 10K pilot screen=0.3
NC(Cc1ccc2nsnc2c1)C(=O)O (stereo unspecified) | -7% | 0% | -5% | 4.1% | -1%
Clc1cc(Br)ccc1OCCn1ccnc1 | 4% | 40% | -18% | 1.7% | 26%
COc1ccc(Cl)c2sc(N3CCN(C(C)=O)CC3)nc12 | -6% | 3% | 5% | 0.8% | -5%
Oc1[nH]c2ccccc2c1/C=N/c1nccs1 | -16% | 49% | -6% | 7.5% | 9%
Cc1ccnc(NS(=O)(=O)c2ccc(NC(=O)C(C)(C)C)cc2)n1 | 8% | -10% | -3% | 0.7% | 0%
N#Cc1ccccc1 | x | -12% | 0% | i | -7%
CC(=O)Nc1ccc(CN2CCN(C3CCCC3)C(CCO)C2)cc1 (stereo unspecified) | 1% | -3% | 4% | 2.0% | -9%
CC1SCC(NC(=O)c2ccccc2Cl)CS1 (stereo unspecified) | 0% | -12% | x | i | 1%
CCN1CCN(C(=O)c2cc3c(=O)oc4ccc(C)cc4c3s2)CC1 | -7% | 8% | -2% | 1.4% | 1%
O=C(Nn1cnc2ccccc2c1=O)c1ccccc1[N+](=O)[O-] | 5% | -20% | 5% | i | 0%
COc1ccc(CCn2c(-c3cc([N+](=O)[O-])cc([N+](=O)[O-])c3)nc3nc4ccccc4nc32)cc1OC | -2% | 13% | -3% | 8.7% | 4%
O=C(NC(=O)c1ccccc1)Nc1ccccc1O | -21% | 50% | -4% | i | 3%
CC1CC(C)(C)Nc2ccc(N=O)cc21 (stereo unspecified) | x | x | -9% | 11% | x

High-throughput results (PubChem)
